Screens (PubChem BioAssay)
APE1 inh: APE1 (human) endonuclease inhibition. P27695. recombinant APE1, TAMRA/BHQ-2 abasic DNA cleavage fluorescence. Potency, µM (highest dose often 65.8 µM), without a hit: at the highest dose activity change, negative = inhibition, most hits filed as inhibitors. 0.35% of 350,000 active. AID 2517;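 note: plate controls were vehicle for no effect and reference inhibitor for full effect; nearly all actives have a fitted effect of over 55% in size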
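Compound pre-exposure to 0.75 nM APE1, 15 min at ambient temperature. Reaction initiated with 50 nM TAMRA/BHQ-2 THF substrate, read immediately in kinetic mode, 525 nm excitation, 598 nm emission.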
Pol kappa inh: blocks human DNA polymerase kappa activity. Q9UBT6. purified Pol kappa, fluorescent DNA synthesis assay, 10 min. Potency, µM (top dose mostly 107 µM), inactives show at the highest dose activity, negative = inhibition, hits mostly inhibitors. 0.53% of 400,000 active. AID 588579; note: % is set by controls: 0 for no effect and ±100 for the full control effect
Target sequence (Q9UBT6 whole entry, looked up): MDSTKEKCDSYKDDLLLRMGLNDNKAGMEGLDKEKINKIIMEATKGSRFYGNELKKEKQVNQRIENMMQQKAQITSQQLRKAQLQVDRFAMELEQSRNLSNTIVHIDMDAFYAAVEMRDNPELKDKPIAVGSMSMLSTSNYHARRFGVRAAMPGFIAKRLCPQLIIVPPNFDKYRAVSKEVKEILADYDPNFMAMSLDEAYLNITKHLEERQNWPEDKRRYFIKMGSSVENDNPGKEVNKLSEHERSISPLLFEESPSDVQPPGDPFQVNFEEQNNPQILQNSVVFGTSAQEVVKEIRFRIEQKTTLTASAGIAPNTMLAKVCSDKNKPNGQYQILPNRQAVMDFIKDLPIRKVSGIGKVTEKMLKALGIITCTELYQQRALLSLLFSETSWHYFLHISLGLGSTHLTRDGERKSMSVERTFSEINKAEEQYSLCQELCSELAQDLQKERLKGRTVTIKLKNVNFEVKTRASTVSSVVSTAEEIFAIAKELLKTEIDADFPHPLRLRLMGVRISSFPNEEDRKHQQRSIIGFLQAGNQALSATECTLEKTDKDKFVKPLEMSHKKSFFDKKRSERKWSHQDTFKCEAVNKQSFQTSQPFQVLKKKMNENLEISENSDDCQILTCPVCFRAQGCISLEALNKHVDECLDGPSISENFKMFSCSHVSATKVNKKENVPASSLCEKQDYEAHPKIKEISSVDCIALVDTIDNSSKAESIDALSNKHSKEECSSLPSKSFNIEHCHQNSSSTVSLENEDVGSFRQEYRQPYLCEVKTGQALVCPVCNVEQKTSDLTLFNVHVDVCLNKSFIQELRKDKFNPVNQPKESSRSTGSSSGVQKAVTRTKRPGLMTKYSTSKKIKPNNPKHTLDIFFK
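Fluorescent qHTS in 1536-well format: enzyme (10 nM) and compound sat 15 min at room temperature before 50 nM substrate (final) was added. Signal taken at 0 and 10 min; no-enzyme buffer wells were negative controls.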
JMJD2A Tudor inh: blocks the human JMJD2A Tudor domain; O75164; AlphaScreen JMJD2A-Tudor / H3K4me3 peptide binding; Potency, µM (series often up to 114 µM), for the others: at the highest dose activity change, negative = inhibition, hits mostly inhibitors; 4.4% of 390,000 active; note: % is set by controls: 0 for no effect and ±100 for the full control effect; nearly all actives have a fitted effect of over 50% in size
BAZ2B block: BAZ2B (human) inhibition; Q9UIF8; AlphaScreen BAZ2B-H3K14Ac peptide displacement; Potency, µM (doses to about 114 µM), inactives show top-dose activity change, negative = inhibition, actives largely listed as inhibitors; 4.4% of 360,000 active; AID 504333; note: % is set by controls: 0 for no effect and ±100 for the full control effect; nearly all actives have a fitted effect of over 60% in size
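AlphaScreen displacement of biotin-H3(5-23)K14Ac peptide (50 nM final) from BAZ2B (50 nM final) in PBS pH 7.4, 0.01% Tween-20; complex preformed 30 min RT, then compounds (top 110 uM) 30 min RT, beads 20 min dark.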
G9a inh: inhibitors of human histone lysine methyltransferase G9a; Potency, µM (doses to about 102 µM), without a hit: top-dose activity, negative = inhibition, actives largely listed as inhibitors; 8.8% of 350,000 active; Q96KQ7; G9a H3K9 monomethylation, AlphaScreen, 2 h; AID 504332; note: % is set by controls: 0 for no effect and ±100 for the full control effect; nearly all actives have a fitted effect of over 75% in size
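AlphaScreen detection with an anti-monomethyl H3K9 antibody quantified product after a 2 h room-temperature reaction containing 500 nM biotinylated H3K9 peptide, 20 µM SAM and 20 nM enzyme, which had been preincubated 15 min with compound.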
POLI inh: blocks human DNA polymerase iota activity. Q9UNA4. Pol iota fluorescent replication assay, 10 min. 1% of 390,000 active. AID 588590. Potency, µM (highest dose often 115 µM), inactives show at the highest dose activity, negative = inhibition, usual class: inhibitors
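Fluorescent replication assay read twice, at 0 min and 10 min after adding 50 nM (final) substrate. Enzyme (10 nM) and compounds were first incubated 15 min at room temperature; enzyme-free buffer wells were negative controls.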
BLM helicase inh: inhibitors of human Bloom syndrome helicase BLM | recombinant BLM DNA unwinding, fluorescence dequenching | Potency, µM (titrated, usually from 56.1 µM), for the others: at the highest dose activity change, negative = inhibition, most hits filed as inhibitors | 0.2% of 350,000 active | P54132 | AID 2528;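 note: plate controls were vehicle for no effect and no enzyme for full effect; nearly all actives have a fitted effect of over 35% in size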
Pol eta inh: DNA polymerase eta (human) inhibition | Q9Y253 | recombinant Pol eta, fluorescent DNA replication assay | Potency, µM (highest dose often 114 µM), for inactives: at the top dose activity change, negative = inhibition, hits mostly inhibitors | 1.2% of 390,000 active | AID 588591; note: % is set by controls: 0 for no effect and ±100 for the full control effect
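Pol eta at 10 nM preincubated with compounds 15 min at room temperature; reaction started with fluorescent substrate (50 nM final) and read kinetically at 0 and 10 min.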
Pol beta inh: inhibitors of human DNA polymerase beta; P06746; Pol beta primer extension/strand displacement, fluorescence kinetic; Potency, µM (series often up to 114 µM), without a hit: at the highest dose activity change, negative = inhibition, hits mostly inhibitors; 1.3% of 340,000 active; note: % is set by controls: 0 for no effect and ±100 for the full control effect
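Kinetic readout of DNA synthesis with strand displacement by Pol beta. Compound and 10 nM enzyme sit 15 min at room temperature; 50 nM substrate starts the reaction, read immediately and at 10 min.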
The depositor's hits bear a star; ? = inconclusive; · = not tested or not shown; & = joins results of further samples; [ ] = dose if it differs, or a comment. Calls come from the whole dose curve; as a rule, active = well fitted curve in the direction sought with a large enough effect; inconclusive = small, poorly fitted or top-dose-only effect, or another doubt; inactive = no such curve, though single readings can be large; an effect the other way counts as inactive or inconclusive. Potency is the fitted concentration of half-maximal effect.

SMILES | APE1 inh | Pol kappa inh | JMJD2A Tudor inh | BAZ2B block | G9a inh | POLI inh | BLM helicase inh | Pol eta inh | Pol beta inh
CC(=O)c1ccc(-n2nncc2C)cc1 | 13% | -1% | -13% | · | -5%[59 µM] | 5% | -8% | -14% | 21%
c1ccc(-c2cnc(-c3ccccn3)nn2)cc1 | · | 1% | 14µM* | · | · | 10% | · | -10% | ·
O=C(Cc1ccc(Cl)cc1)Nc1ccc2oc(-c3ccc(F)cc3)nc2c1 | · | -3% | -12% | 0% | -7%[59 µM] | -3% | -7% | -6% | 16%
CNC(=O)c1ccccc1S(=O)c1ccccc1COC(C)=O (stereo not given) | 0% | -12% | -1% | 0% | 11% | -1%[58.9 µM] | 2% | -14% | -4%
CCS(=O)(=O)NCCc1cc2c(OC)ccc(OC)c2[nH]c1=O | 0% | -10% | -14%[11.4 µM] | -3% | -12%[59 µM] | -1% | -10% | -18% | 21%
CC(=O)Nc1ccc(OS(=O)(=O)c2cc(Cl)ccc2C)cc1 | -12% | -2% | -6% | -16% | -13% | ? | -10% | 0% | 1%
Cc1ccc(C(=O)CN(C(=O)c2ccc(Cl)cc2)N2C(=O)c3ccccc3C2=O)cc1 | -5% | 4% | -8% | -1% | -6% | 6%[58.9 µM] | -3% | -11% | ?
CC(C)(C)c1ccc(C(=O)NCCc2ccccc2)cc1 | 14% | 16% | 13% | 23% | 5% | 26% | -7% | -12% | 12%
Cc1ccc2cc(CCNC(=O)c3c(-c4ccccc4Cl)noc3C)c(=O)[nH]c2c1 | -2% | -1% | -6% | -7% | 12%[59 µM] | 0% | 1% | -4% | 18%
O=c1[nH]c(N/N=C\c2ccc(F)cc2)nc2ccccc12 | -1% | -19% | -11% | -25% | ? | 52%[activator] | 0% | -21% | ?
Cc1nc2c(S(=O)(=O)c3ccccc3)cnn2c(C)c1C | 2% | -9% | 2% | -14% | 4% | 135%[activator] | -2% | -27% | 0%
O=C(CCCn1c(SCC(=O)c2ccc(O)c(O)c2)nc2ccccc2c1=O)NCC1CCCO1 (stereo not given) | 28µM* | 20µM* | 32µM* | ? | 35µM* | 14µM* | -15% | 20µM* | 7.9µM*
Cc1nc(NC(=O)c2cccnc2)ccc1Br | -1% | -5% | -5% | 4% | -19%[12.7 µM] | 12% | -1% | -15% | -23%
COc1ccc(S(=O)(=O)NCC2CCCN(C(=O)CCC(F)(F)F)C2)cc1 (stereo not given) | 35% | -17% | -15% | -1% | 32% | -2% | -4% | 0% | 18%
COc1cc(OC)cc(C(=O)OCn2nnc3ccccc3c2=O)c1 | -3% | -6% | -6% | -4% | -2% | 89%[activator] | -3% | -7% | 4%

Quoted from the entries so far for reference:
SMILES | APE1 inh | Pol kappa inh | JMJD2A Tudor inh | BAZ2B block | G9a inh | POLI inh | BLM helicase inh | Pol eta inh | Pol beta inh
CCS(=O)(=O)NCCc1cc2c(OC)ccc(OC)c2[nH]c1=O | 0% | -10% | -14%[11.4 µM] | -3% | -12%[59 µM] | -1% | -10% | -18% | 21%
CC(=O)Nc1ccc(OS(=O)(=O)c2cc(Cl)ccc2C)cc1 | -12% | -2% | -6% | -16% | -13% | ? | -10% | 0% | 1%
Cc1ccc(C(=O)CN(C(=O)c2ccc(Cl)cc2)N2C(=O)c3ccccc3C2=O)cc1 | -5% | 4% | -8% | -1% | -6% | 6%[58.9 µM] | -3% | -11% | ?
CC(C)(C)c1ccc(C(=O)NCCc2ccccc2)cc1 | 14% | 16% | 13% | 23% | 5% | 26% | -7% | -12% | 12%

New compounds follow
SMILES | APE1 inh | Pol kappa inh | JMJD2A Tudor inh | BAZ2B block | G9a inh | POLI inh | BLM helicase inh | Pol eta inh | Pol beta inh
CS(=O)(=O)c1ccccc1C(=O)N1CCN(Cc2ccccc2)CC1 | 2% | 3% | -13% | -4% | -31% | ? | -3% | -4% | 1%
COc1ccc2c(c1)c1ncn(CCCN3CCOCC3)c(=O)c1n2C | 3% | -12% | -21% | 4% | -1%[59 µM] | 18% | -2% | 0% | -5%
Cn1c(=O)c2c(nc(OC3CCCCCC3)n2C)n(C)c1=O | · | 1% | -8% | · | · | 15% | · | -4% | ·
CCc1ccccc1NC(=O)C1CCCN1S(=O)(=O)c1ccc2c(c1)n(C)c(=O)c(=O)n2C (stereo not given) | 11% | 4% | -6% | -11% | 38% | 17% | 1% | -18% | -1%
Cc1cccc(OCc2n[nH]c(=S)o2)c1C | 0% | 10% | -13% | 56µM* | 20µM* | 30% | -3% | -15% | -24%
CCOc1ccc(N2CC(C(=O)OCC(=O)NCc3ccccc3)CC2=O)cc1 (stereo not given) | 9% | -7% | -3% | 9% | -21%[0.501 µM] | 4% | -4% | -5% | 52%
CCCNC(=O)N1CCC(c2nc3ccccc3s2)CC1 | 16% | -6% | -11% | -14% | -11% | 18% | -2% | -21% | -2%
Cc1ccsc1/C=N/NC(=O)C(O)c1ccccc1 (stereo not given) | -14% | -1% | 2% | 3% | -3% | 12% | -3% | -14% | -4%
Cc1ccc(S(=O)(=O)N(Cc2ccc(C(F)(F)F)cc2)C(=O)N2CCN(C)CC2)cc1 | 27% | -9% | -1% | -3% | 1% | 17% | · | -18% | ·
CC1(COc2ccc(CC3SC(=O)NC3=O)cc2)CCCCC1 (stereo not given) | -1%&-6%&0% | -14%&5%&-4%[19.4 µM] | · | · | -35%[12.7 µM] | · | ? | · | ·
CC(C)c1ccc(NC(=O)COc2nnc(-c3cccs3)c(-c3cccs3)n2)cc1 | -1% | -2% | ? | -28% | -40%[59 µM] | ? | -11% | -6% | 2%
CC(NC(=O)c1ccc(N2CCCC2=O)cc1)c1ccccc1 (stereo not given) | 1% | -8% | -6% | 1% | · | 11% | -1% | -8% | 27%
O=CN1CCC(=O)N(Cc2ccccc2)c2ccccc21 | 1% | -13% | -16% | 10% | 5%[59 µM] | 4% | 1% | -5% | 19%
CNS(=O)(=O)c1cccc(C(=O)NC2CCCc3ccccc32)c1 (stereo not given) | 53%[activator] | 9% | -1% | -2% | -4% | 1% | -4% | -16% | 3%
CCc1ccc(NC(=O)N2CCN(c3nnc(C)c4c(C)n(-c5ccc(Cl)cc5)nc34)CC2)cc1 | · | -14% | -22% | -35% | 18%[59 µM] | ? | -4% | · | -29%
CCc1ccc(-c2nnn(CC(=O)N(C3CCCC3)C3CCS(=O)(=O)C3)n2)cc1 (stereo not given) | -15% | 18% | 4% | -4% | 0%[12.7 µM] | -4% | · | -4% | ·
CCc1cccc(C)c1NS(=O)(=O)c1ccc2c(c1)CC(C)N2C(=O)C1CC1 (stereo not given) | · | 3% | -17% | -15% | -6%[59 µM] | 8% | -3% | ? | 5%
O=C(O)C(NS(=O)(=O)c1ccccc1)C(O)c1ccccc1 (stereo not given) | 9% | 0% | -16% | -25% | -16%[59 µM] | 41%[activator] | -4% | -16% | -3%
COc1ccccc1NC(=O)CSc1ccc(-c2sc(C)nc2C)nn1 | · | -3%[60.1 µM] | -10% | -3% | -5%[59 µM] | 22% | 2% | -6% | 0%
COc1ccc(NC(=O)C(CC(C)C)NS(=O)(=O)c2ccc3c(c2)oc(=O)n3C)cc1Cl (stereo not given) | · | -12% | -17% | -4% | -2%[59 µM] | 3% | 1% | -11% | ?
CCN(CC)S(=O)(=O)c1ccc(OC)c(NC(=S)Nc2cccc(C)c2C)c1 | 3% | -14% | -22% | -25% | -12%[59 µM] | -2% | -5% | -11% | 21%
COC(=O)C1=C(C)n2cnnc2NC1c1ccc(Cl)cc1 (stereo not given) | -6% | -1% | -31% | 6% | -19%[59 µM] | 6% | -2% | -23% | -12%
CCOc1ccccc1NC(=O)CCC(=O)Nc1ccccc1OCC | 10% | -18% | -17% | 22% | ? | 8% | -1% | 6% | 2%
Cc1ccc(NC(=S)N2CCN(c3ccccc3F)CC2)c(C)c1 | 6% | -5% | -12% | ? | · | 53%[activator] | -3% | -19% | 31%
CCCC(C)(C)NC(=O)CCCCC(=O)NC(C)(C)CCC | 3% | -6% | -20% | -25% | -4% | 15% | -2% | -6% | -16%
Cc1cccc(N(Cc2cc3ccccc3[nH]c2=O)C(=O)c2cccs2)c1 | 2% | -1% | -19% | -2% | 17% | -9% | 11% | -3% | -9%
Oc1c(Cl)cc(CN2CCOCC2)c2cccnc12 | 24% | 6% | 11µM* | 7.9µM* | -1%[2.33 µM] | ? | · | 0% | ·
CC(C)OC(=O)c1cc(NC(=S)Nc2ccc([N+](=O)[O-])cc2)cc(C(=O)OC(C)C)c1 | -2% | -4% | -36% | -4% | -9%[59 µM] | 15% | -8% | ? | -2%
O=C(NC(=S)Nc1ccc(Cc2ccncc2)cc1)c1ccccc1 | 2% | -4% | -34% | ? | ? | -5% | -10% | -8% | 16%
C=CCN1c2ccccc2[C@]23C[C@@H](C(=O)OC)N=C2NC(C(=O)OC)=C(C(=O)OC)[C@H]13 | -3%[12.4 µM] | 5% | -22% | -13% | -9%[59 µM] | 22% | -2%[12.4 µM] | -15% | -6%
Fc1ccc(-c2noc3ncnc(Nc4ccc(F)cc4F)c23)cc1 | · | -17%[60.1 µM] | 8% | 29% | 16%[59 µM] | 9% | -3% | -12% | 4%

Limited to APE1 inh, G9a inh and Pol eta inh, for some of the entries so far:
compound,APE1 inh,G9a inh,Pol eta inh
COc1ccccc1NC(=O)CSc1ccc(-c2sc(C)nc2C)nn1,·,-5%[59 µM],-6%
Cc1cccc(N(Cc2cc3ccccc3[nH]c2=O)C(=O)c2cccs2)c1,2%,17%,-3%
Oc1c(Cl)cc(CN2CCOCC2)c2cccnc12,24%,-1%[2.33 µM],0%

Some of the compounds tested; count on the stated rates, not on these rows.
